PMI inhibitors: inhibitors of human PMI, primary screen, biochemical, fluorescence intensity, coupled assay (AID 1209). purified PMI enzyme, coupled fluorescence intensity; higher % means a stronger effect. 190,000 tested, 0.42% active. one-dose inhibition, % at 20 µM; IC50 in µM for titrated hits. Mannose-6-phosphate isomerase (Homo sapiens);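 note: plate controls were DMSO vehicle for no effect and wells lacking substrate for full effect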
TNAP activators: human TNAP enzyme activators, primary screen, biochemical, luminescent, no phosphate acceptor, uHTS (AID 1001). Alkaline phosphatase, tissue-nonspecific isozyme (Homo sapiens). purified TNAP, luminescent activation assay, no phosphate acceptor; higher activation fold means a stronger effect. activation fold at 20 µM, or EC50 in µM where a hit was titrated. 200,000 tested, 0.03% active; in the data active = activation fold from about 3, or a potency from the dose series; inactive = the rest, 99 in 100 with activation fold below about 1.6; note: many of its hits are not listed in these tables
NOD1 NF-kB reporter: NOD1 signaling inhibitors, primary screen, cell-based, luminescence, uHTS (AID 1578) | NOD1-driven NF-kB luciferase reporter cells, luminescence; higher % means a stronger effect | one-dose inhibition, % at 4 µM; EC50 in µM for titrated hits | 290,000 tested, 1% active; in the data active = inhibition mostly above about 36%, no sharp cut-off; inactive = mostly below about 34%;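 note: HEK-293T reporter cells stimulated with the NOD1 agonist gamma-tri-DAP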
KOR beta-arrestin-1: KOR antagonists, beta-arrestin recruitment, cell-based, luminescence, uHTS (AID 1778); inhibition, % at 10 µM, or IC50 in µM where a hit was titrated; KOR beta-arrestin recruitment, luminescence, antagonist mode; higher % means a stronger effect; Kappa-type opioid receptor (Homo sapiens); 290,000 tested, 0.091% active; note: strong numbers were not always called active
XIAP displacement: XIAP antagonists, biochemical, IAP family, fluorescence polarization (AID 1018) | XIAP BIR domain, fluorescence polarization peptide displacement; higher % means a stronger effect | 200,000 tested, 0.007% active | displacement, % at 20 µM; hits with a dose series show IC50 in µM | E3 ubiquitin-protein ligase XIAP (Homo sapiens); in the data active = displacement above about 50%; note: a part of the inactive calls stands beside numbers as strong as those of hits
NOD2 inhibition: NOD2 signaling inhibitors, cell-based, luminescence, uHTS, HEK293 (AID 1566). inhibition, % at 4 µM; hits with a dose series show EC50 in µM. HEK293 NOD2/NF-kB luciferase reporter, luminescence; higher % means a stronger effect. 290,000 tested, 0.63% active; note: many of its hits are not listed in these tables
human PMI inhibitors: human PMI inhibitors, high substrate, primary screen, biochemical, fluorescence intensity, high mannose 6-phosphate (AID 1220) | Mannose-6-phosphate isomerase (Homo sapiens) | recombinant PMI enzyme, coupled fluorescence intensity; higher % means a stronger effect | inhibition, % at 20 µM, or IC50 in µM where a hit was titrated | 190,000 tested, 0.66% active
LYP phosphatase: inhibitors of LYP phosphatase, biochemical, fluorescence intensity, uHTS (AID 1779). Tyrosine-protein phosphatase non-receptor type 22 (Homo sapiens). recombinant LYP phosphatase, fluorescence intensity; higher % means a stronger effect. inhibition, % at 11.5 µM, or IC50 in µM where a hit was titrated. 290,000 tested, 0.054% active;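 note: plate controls were vehicle with enzyme for no effect and no enzyme for full effect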
KOR beta-arrestin-2: KOR agonists, beta-arrestin recruitment, primary screen, cell-based, luminescence, uHTS (AID 1777) | KOR beta-arrestin recruitment, luminescence; higher % means a stronger effect | 280,000 tested, 0.02% active | one-dose activation, % at 10 µM; EC50 in µM for titrated hits; in the data active = activation above about 50%, passing the limit was not always enough; note: a part of the inactive calls stands beside numbers as strong as those of hits
Numbers without * were called inactive; . = no result given; [ ] = remark or other dose. Cut-off read from the data, not from the text of the source, unless noted: active = inhibition above about 50%; inactive = the rest. A portion of the library; count on the stated rates, not on these rows.

SMILES | PMI inhibitors | TNAP activators | NOD1 NF-kB reporter | KOR beta-arrestin-1 | XIAP displacement | NOD2 inhibition | human PMI inhibitors | LYP phosphatase | KOR beta-arrestin-2
COc1ccc(N2CCN(C(=O)CSc3nnc(NC(=O)C4CCC4)s3)CC2)cc1 | 10% | 1 | -33% | -19%[20 µM] | -8.9% | -15% | 10% | -6% | .
Cc1ccccc1NC(=O)CSc1n[nH]c(-c2ccccn2)n1 | . | . | -8% | -8% | . | 18% | . | -12% | 0.2%
O=C(c1ccco1)N1CCN(C(c2ccccc2)c2nnnn2C2CCCC2)CC1 (configuration not stated) | -18% | 1.1 | -26% | -16% | -16% | 15% | -15% | -1% | -1.5%
Cc1ccc(N2CC(C(=O)N3CCN(Cc4ccc5c(c4)OCO5)CC3)CC2=O)cc1 (configuration not stated) | . | . | -19% | 1% | . | 21% | . | -10% | -2.6%
CCOC(=O)c1c(NC(=O)CSc2nnc(-c3c[nH]c4ccccc34)n2C)sc2c1CCCC2 | 9% | 1.1 | 0% | -12% | -2.9% | -8% | 12% | 8% | 4.8%
COc1ccc(S(=O)(=O)Nc2ccccc2C(=O)OC2CCCN(C)C2)cc1OC (configuration not stated) | 1% | 1 | -11% | 10% | -4.0% | -18% | -3% | -9% | -1.8%
Cc1ccc2c(c1)N(C(=O)CCC(=O)NCc1ccccc1)CC(C)O2 (configuration not stated) | . | . | 4% | -9%[20 µM] | . | 2% | . | -7% | -3.1%
O=C(NCc1nnc(SCC(=O)N2CCCCCC2)o1)c1ccco1 | -1% | 1.3 | -5% | -49% | -4.4% | 1% | 1% | -1% | 5.6%
NC(=O)c1ccccc1NC(=O)Nc1cccc(Cl)c1Cl | 6% | 1.1 | -42% | -1% | -7.1% | 15% | 15% | -6% | -1.7%
COc1ccc(CCC(=O)Nc2ncc(C)s2)cc1 | . | . | 0% | 20% | . | 7% | . | -8% | -4.4%
Cn1c(SCCN2CCOCC2)nc2sc3c(c2c1=O)CCCC3 | . | . | 35% | 32% | . | -4% | . | -6% | -3.2%
COc1cc2c(cc1OC)CN(Cc1ccc(C)s1)CC2 | 2% | 1.1 | -2% | -52% | -6.3% | 6% | -4% | -6% | 1.3%
CCCC(=O)N1CCN(c2ccc(NC(=O)c3cccs3)cc2Cl)CC1 | . | 1.1 | -48% | -41%[20 µM] | -2.0% | 4% | . | -5% | .
Nc1ccc2nn(-c3ccc(F)cc3)nc2c1 | . | . | -99% | 6% | . | -65% | . | -13% | -1.1%
CCOc1c(Br)cc(C(=O)NCCCn2ccnc2)cc1OC | . | . | 1% | -24% | . | -7% | . | -7% | -1.5%
Cc1nc2sc(C#N)c(N)c2c2c1CCCC2 | -3% | 1.1 | 3% | -32% | -5.9% | 44% | -9% | 3% | 0.7%
Cc1nc2c(-c3ccccc3)c(C)nn2c(C)c1CCC(=O)N1CCOCC1 | 8% | 1.1 | . | -42% | -6.4% | 8% | 0% | -7% | 6.1%
S=C(Nc1ccc2[nH]ccc2c1)NC1CCCCC1 | . | . | -6% | -12% | . | -46% | . | -3% | -0.2%
COc1ccc(CCN(C)CCCC(C#N)(c2cc(OC)c(OC)c(OC)c2)C(C)C)cc1OC (configuration not stated) | -19% | 1 | -29% | 20% | -9.2% | 15% | -17% | -2% | 1.0%
C/C(Cn1nnc([N+](=O)[O-])n1)=N\NC(=O)c1cccc(Cl)c1 | 2% | 1 | 47% | -6% | -0.3% | 49% | 35% | -9% | -1.5%

Entries of single compounds, quoted from the list.
S=C(Nc1ccc2[nH]ccc2c1)NC1CCCCC1 as listed: PMI inhibitors: .; TNAP activators: .; NOD1 NF-kB reporter: -6%; KOR beta-arrestin-1: -12%; XIAP displacement: .; NOD2 inhibition: -46%; human PMI inhibitors: .; LYP phosphatase: -3%; KOR beta-arrestin-2: -0.2%
O=C(NCc1nnc(SCC(=O)N2CCCCCC2)o1)c1ccco1 as listed: PMI inhibitors: -1%; TNAP activators: 1.3; NOD1 NF-kB reporter: -5%; KOR beta-arrestin-1: -49%; XIAP displacement: -4.4%; NOD2 inhibition: 1%; human PMI inhibitors: 1%; LYP phosphatase: -1%; KOR beta-arrestin-2: 5.6%

Additional compounds.
SMILES | PMI inhibitors | TNAP activators | NOD1 NF-kB reporter | KOR beta-arrestin-1 | XIAP displacement | NOD2 inhibition | human PMI inhibitors | LYP phosphatase | KOR beta-arrestin-2
CCCC(=O)Nc1ccc(C=C(C(C)=O)C(C)=O)cc1 | . | . | -10% | 11% | . | 14% | . | -5% | 3.3%
CCCc1nc2oc(C(=O)c3ccccc3)c(N)c2c2c1COC(C)(C)C2 | -21% | 1.1 | 6% | -9% | -4.5% | 18% | -35% | -9% | -4.6%
CCOC(=O)c1sc(N)c(C#N)c1COC(=O)CNC(=O)c1cc(OC)c(OC)c(OC)c1 | 1% | 1.2 | -28% | 8% | -2.0% | 12% | 0% | -1% | 5.0%
Cc1ccc(S(=O)(=O)N/N=C\c2ccc([N+](=O)[O-])o2)cc1 | -54% | 0.8 | -8% | 4% | 0.2% | 13% | -106% | -4% | -0.7%
O=C(Nc1cccc(Cl)c1)N1CCC(CO)(CCOc2ccccc2)CC1 | 11% | 1.1 | -25% | -7% | -7.7% | 7% | 9% | 1% | 1.0%
Cc1ccc(S(=O)(=O)N(CC(O)CN2CCOCC2)c2cc(Cl)ccc2Cl)cc1 (configuration not stated) | 12% | 1.1 | -16% | -19% | 2.2% | -1% | 11% | -7% | -2.3%
Cc1ccc(-c2ccc(/C=C/C(=O)c3ccccc3)o2)cc1 | 11% | 0.9 | 10% | -6% | -14% | -25% | 0% | 9% | 4.0%
CCOC(=O)c1nc(Nc2ccc(C(C)=O)cc2)c2ccccc2n1 | 4% | 1.1 | -9% | -16% | 0.0% | 9% | 0% | 4% | 0.5%
C/C=C/C(=O)Nc1cccc(C2=NOC3(C2)C[C@@H](C(N)=O)N(C(=O)c2cc([N+](=O)[O-])cc([N+](=O)[O-])c2)C3)c1 (some centres not stated) | . | . | -15% | -8% | . | -17% | . | 3% | 4.5%
O=C(CSc1nnc(-c2ccccc2)n1-c1ccccc1)c1ccc[nH]1 | 6% | 1.1 | -17% | -13% | -3.9% | 11% | 8% | -6% | -2.7%
O=C(Oc1ccc2c(=O)c(Cl)coc2c1)c1cccnc1 | -1% | 1.1 | -1% | -18% | 0.7% | -4% | -3% | -6% | 5.0%
O=C(CS(=O)(=O)Cc1ccccc1)Nc1ccc(Br)cc1F | . | . | -20% | -35% | . | 12% | . | -6% | 4.3%
O=C(CCc1nnc(C2CCCCC2)o1)N1CCN(C2CCCCC2)CC1 | 5% | 1 | -20% | -11%[20 µM] | -2.7% | 7% | 12% | -10% | .
Cc1cc(C(=O)O)ccc1-c1ccc(/C=C2\NC(=O)N(Cc3ccc(F)cc3)C2=O)o1 | . | . | -5% | 2% | . | 38% | . | 4% | 4.4%
Cc1ccc(S(=O)(=O)N/N=c2\oc3ccccc3cc2C(=O)Nc2cccc(C)c2)cc1 | 4% | 1 | -25% | -107% | -1.1% | -98% | 8% | 8% | 14%
O=C1C2C3C=CC(C3)C2C(=O)N1Nc1c(Cl)cc(Cl)cc1Cl (configuration not stated) | 0% | 1.1 | -21% | 31%[20 µM] | -7.9% | -1% | 0% | -2% | -0.9%
CCOP(=O)(c1ccccc1)C(O)c1ccc(F)cc1 (configuration not stated) | -3% | 1.1 | -30% | . | 6.7% | 1% | -1% | -3% | 3.6%
COc1ccc(Cl)cc1N1C(=O)[C@@H]2C(c3cccc(OC)c3OC)=NO[C@@H]2C1=O | 1% | 1.1 | 9% | 3% | -6.2% | 7% | 2% | -6% | -0.8%
COc1ccc(CNC(=O)c2cc3c(=O)n4ccccc4nc3n(Cc3cccnc3)c2=N)cc1 | 3% | 1 | -5% | 16% | -4.6% | 8% | -4% | -7% | -3.4%
O=C(CSc1nnc(-c2n[nH]c3ccccc23)n1-c1ccccc1)Nc1cccc(Cl)c1 | -7% | 1 | -43% | 17% | -2.8% | -32% | 1% | 0% | 6.0%
CC(=O)C1=NOC2C(=O)N(c3ccccc3)C(=O)C12 (configuration not stated) | . | . | -12% | -9% | . | 1% | . | -7% | 1.9%
CCOc1ccc(S(=O)(=O)N(C)c2ccc(OCC(=O)N3CCOCC3)cc2)cc1 | -4% | 1.1 | -28% | -12% | -0.8% | 1% | -7% | 2% | -2.1%
CSc1ccccc1OCc1cc(C(=O)N2CCN(C3CCCC3)C(=O)C2)no1 | . | . | -49% | 0% | . | -29% | . | -6% | 5.8%
CC1CCN(C(=O)Cn2c3ccccc3c3nc4n(c(=O)c32)CCCS4)CC1 | . | . | -28% | 7% | . | 27% | . | -2% | -2.5%
O=C(CCl)NNc1cccc(Cl)n1 | -21% | 1 | -12% | 2% | -4.7% | 15% | -24% | -9% | -1.0%
CS(=O)(=O)Nc1ccccc1C(=O)N1CCCC1 | 6% | 1.2 | 1% | 12% | -6.8% | 6% | -5% | 0% | -11%
CC1CCN(CCCn2c(=S)[nH]c3c(sc4ccccc43)c2=O)CC1 | -33% | 1 | -26% | 20% | -0.2% | -15% | -20% | -7% | -5.7%
CS(=O)(=O)c1ccc2nc(NC(=O)C3CCCO3)sc2c1 (configuration not stated) | . | 1.1 | -32% | -7%[20 µM] | -1.2% | -12% | . | -3% | .
COc1ccc(S(=O)(=O)N2CCN(c3ncnc4c(-c5ccccc5)nsc34)CC2)cc1 | 0% | 1.1 | -14% | 1% | -14% | 44% | 4% | -4% | -0.1%
NC(=O)c1ccc(NC(=O)COC(=O)CCSc2ccccc2)cc1 | . | . | -13% | 9% | . | 2% | . | -6% | 1.6%
Cc1cc(=O)[nH]c(SCCCOc2ccc(F)cc2)n1 | -8% | 1.1 | -4% | 14% | -2.3% | 1% | -16% | -4% | -5.6%
C[C@H](NC(=O)c1nc[nH]c1C(=O)NC(c1ccccc1)c1ccccc1)C(=O)OC(C)(C)C | 21% | 1.1 | -20% | -38% | -5.6% | -3% | 16% | 10% | 2.2%
N#C/C(=C\C=C\c1ccccc1)C(=O)Nc1ccccc1 | -1% | 1.1 | 6% | -58% | -2.6% | -56% | -8% | -5% | -0.2%
CC(OC(=O)CCC(=O)N1CCN(S(=O)(=O)c2ccc3ccccc3c2)CC1)C(=O)NC(N)=O (configuration not stated) | . | . | -7% | -15% | . | 26% | . | -8% | -2.4%
CN(Cc1nc(-c2cnccn2)no1)CC1(c2ccccc2)CC1(C)C (configuration not stated) | -10% | 1 | 15% | 5% | -7.4% | -14% | 0% | -3% | 4.9%
CCCCc1nc2n[nH]c(N)c2c2c1CCCC2 | 4% | 1.1 | 12% | -66% | -1.3% | 8% | 1% | -10% | -4.3%
COc1cc(-c2nnc(COc3ccc(Cl)cc3C)o2)cc(OC)c1OC | -3% | 1.2 | 3% | 11% | -3.9% | 23% | -2% | 1% | -10%
